RAD54 inh – RAD54 (human) branch migration inhibition | RAD54 Holliday junction branch migration, FAM/BHQ fluorescence | AID 602329 | inhibition, % at 10.4 µM | 0.14% of 360,000 active;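 active means mean normalized replicate activity at least 40 and at least half of replicates scoring 40 or more; inconclusive means only one of the two criteria met; inactive means mean below 40 and under half of replicates reaching 40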;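 further: 0% = median of neutral control wells and 100% = median of positive control wells; inhibitors cause a drop in the FAM fluorescence signal; in these data hits start at about 50%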
Target sequence (Q92698 whole entry, looked up): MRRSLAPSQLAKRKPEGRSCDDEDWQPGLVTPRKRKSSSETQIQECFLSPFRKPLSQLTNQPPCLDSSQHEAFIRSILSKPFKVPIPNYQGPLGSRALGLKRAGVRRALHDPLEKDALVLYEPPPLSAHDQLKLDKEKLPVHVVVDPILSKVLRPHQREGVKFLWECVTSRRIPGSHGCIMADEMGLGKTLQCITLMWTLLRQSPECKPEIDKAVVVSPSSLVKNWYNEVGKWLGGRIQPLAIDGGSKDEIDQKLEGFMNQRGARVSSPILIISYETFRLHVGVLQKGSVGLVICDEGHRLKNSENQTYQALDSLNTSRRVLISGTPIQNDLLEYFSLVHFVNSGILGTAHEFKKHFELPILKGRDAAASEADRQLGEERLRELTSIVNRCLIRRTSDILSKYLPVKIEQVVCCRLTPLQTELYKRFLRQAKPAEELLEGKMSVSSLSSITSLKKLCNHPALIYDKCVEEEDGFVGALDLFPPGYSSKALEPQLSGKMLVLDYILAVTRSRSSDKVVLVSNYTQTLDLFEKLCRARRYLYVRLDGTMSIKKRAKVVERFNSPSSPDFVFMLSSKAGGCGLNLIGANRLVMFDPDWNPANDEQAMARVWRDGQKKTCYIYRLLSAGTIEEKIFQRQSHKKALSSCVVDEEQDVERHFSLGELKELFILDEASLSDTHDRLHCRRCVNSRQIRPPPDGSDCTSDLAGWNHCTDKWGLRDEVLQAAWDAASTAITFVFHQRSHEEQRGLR
FN deposit inh – fibronectin deposition inhibition; inhibition, % at 12.6 µM; AH1F fibroblasts, Alexa488-fibronectin deposition fluorescence, overnight; 0.086% of 350,000 active; AID 743247;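 active means mean inhibition across replicates of 30% or more, regardless of how many single replicates reach that level; inconclusive means mean under 30% yet at least half of replicates reach 30%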;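 further: positive control wells lacked labelled fibronectin entirely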
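Schedule: 1 h cell adhesion before compound, then overnight fibronectin incubation; test system: AH1F fibroblast monolayer depositing Alexa488-labelled fibronectin into matrix; quantity: 10000 AH1F cells per well; probe or stimulus: fluorescent fibronectin at 24 nM final; signal: fluorescence, ex 485 nm, em 525 nm; evaluation: percent inhibition as loss of matrix-bound fibronectin fluorescence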
EWS-Fli block – inhibitors of EWS/Fli oncoprotein transcriptional activity. AID 651661. A673 NR0B1-luciferase reporter, viability-normalised. 0.67% of 350,000 active. inhibition, % at 12.6 µM;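 active means mean inhibition of at least 50% after viability correction, with every replicate also passing that limit; inconclusive means mean reaches 50% but only one of two replicates passes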;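 further: firefly luciferase signal divided by Alamar Blue viability fluorescence both relative to DMSO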
Xi reactivation – activators of X-chromosome reactivation in mouse fibroblasts. XiGFP mouse fibroblasts, % GFP-positive cells imaging, 3 d; cells co-treated with 5-aza-dC sensitizer; scaled so ellipticine positive control = 100%. activation, % at 7.58 µM. 0.055% of 360,000 active;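 active means mean normalized replicate activation at least 10% and every replicate at or above 10%; inconclusive means only one of the two criteria met; inactive means mean below 10% and not all replicates reach 10%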;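 further: 0% = median of on-plate neutral control wells and 100% = ellipticine 6 µM median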
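Material: XiGFP fibroblasts, SV40-immortalized; Buffer or medium: DMEM containing 5-aza-dC; Compound dosing: single point; Times: 3 days compound exposure.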
RAD52 inh – blocks human RAD52 DNA annealing; AID 651710; recombinant RAD52 DNA annealing, FRET fluorescence; P43351; inhibition, % at 18.7 µM; 0.46% of 360,000 active;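 active means every replicate showing at least 50% inhibition; inconclusive means mean inhibition at least 50% but not in every replicate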
esBAF inh – SWI/SNF esBAF complex inhibition. mouse ES cells, Bmi1-luciferase knock-in reporter, 24 h; 100% = twice the neutral-well signal. 2% of 350,000 active. reporter increase, % at 12.5 µM. AID 602393; in the data active means activation above about 40%; inconclusive means no clear call, values can overlap the other calls;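 further: 0% = median of the plate's neutral control wells and 100% = double that signal; a rise in the Bmi1 reporter signal indicates esBAF inhibition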
S100A4 MyoIIA – inhibitors of human S100A4 binding to myosin IIA peptide; S100A4/TAMRA-MyoIIA peptide fluorescence polarization; inhibition, % at 10.7 µM; 0.14% of 360,000 active;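 active means mean inhibition of at least 70% across replicates, with every replicate also reaching that level; inconclusive means mean inhibition reaches 70% but some replicates fall short; inactive means mean inhibition below 70%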
Target sequence (P26447 whole entry, looked up): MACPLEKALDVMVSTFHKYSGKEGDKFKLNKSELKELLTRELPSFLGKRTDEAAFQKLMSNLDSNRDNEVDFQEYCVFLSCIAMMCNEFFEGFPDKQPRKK
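Material: S100A4 monomer protein / Buffer or medium: 50 mM HEPES pH 7.2, 10 mM CaCl2, 100 mM KCl / Times: 5 min incubation before reading / Benchmarks: neutral control DMSO, positive control TFP / Reagent: labelled myosin peptide probe, 5 nM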
E-selectin induc – induces E-selectin expression in human endothelial cells. P16581. HUVEC E-selectin immunofluorescence imaging; normalized: neutral wells 0, TNF-alpha wells 100. activation, % at 7.58 µM. 0.37% of 260,000 active;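 active means mean E-selectin-positive cell signal at least 10% of the positive control, reached in at least 60% of replicates, without over 20% cell loss; inconclusive means no rule given, readout overlaps actives, possibly toxicity-flagged; inactive means the rest, including those meeting only one limit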;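 further: in these data hits start at about 27%; measured in HUVEC primary endothelial cells; signal is the percent of cells scored E-selectin positive by PE staining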
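System: HUVEC / Compound: single concentration / Signal: immunofluorescence imaging / Read-out: percent E-selectin-positive cells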
Active calls of the source: *; i = inactive; ? = inconclusive; . = no result given; & = joins results of further samples.

SMILES	RAD54 inh	FN deposit inh	EWS-Fli block	Xi reactivation	RAD52 inh	esBAF inh	S100A4 MyoIIA	E-selectin induc
CCn1c(N2CCN(S(=O)(=O)c3ccc(OC)cc3)CC2)nc2ccccc21	4	2	14	0.1	-7	-1	-26	0.2
CC1CC(C)CN(CCCNC(=O)CCNC(=O)Cn2cnc3ccccc3c2=O)C1 (stereo not given)	-5	2	5	0.5	-17	3	3	.
C[C@@H]1CN([C@@H](C)CO)S(=O)(=O)c2ccc(C3=CCCC3)cc2O[C@@H]1CN(C)C(=O)C1CCOCC1	1	-1	-7	-1.2	-1	-1	-7	0.1
COc1ccccc1CC(=O)Nc1cccc(C)n1	-7	.	-2	0.0	-7	-1	3	.
O=C1NCCCN1Cc1ccc(Cl)cc1	-2	1	-3	0.2	-6	-2	10	0.7
CC(C)C(=O)Nc1ccc(NC(=O)CCc2ccccc2)cn1	.	7	-1	-0.1	3	.	-3	1.7
COCCNC(=O)C[C@@H]1C[C@H]2c3cc(NC(=O)Cc4ccncc4)ccc3O[C@H]2[C@@H](CO)O1	-11	.	2	0.0	3	0	-5	0.0
Cn1c(CCNC(=O)c2ccccc2F)nnc1SCc1nc2ccccc2c(=O)[nH]1	4	.	7	.	-4	-6	2	.
Cc1ccccc1C(=O)Nc1ccc2c(c1)OCCO2	-15	-8	16	0.2	-5	-45	-3	0.1
CCCc1c(C(=O)Nc2ccc(OC)cc2)cnn1-c1ccccc1	-21	0	-11	0.0	0	3	-7	0.2
C/C(=N/NC(=O)c1ccc2c(c1)OCO2)c1cccc([N+](=O)[O-])c1	-3	9	-123	0.1	-9	31	7	0.9
Cc1c(F)cccc1NC(=O)CCCCCC1NC(=O)NC1C (stereo not given)	3	-15	-36	0.1	-8	13	-2	-0.4
CSc1nc(N)nc2c1ncn2CC(=O)NCC1CCCO1 (stereo not given)	2	4	4	-0.1	-8	2	-1	0.0
C[C@@H]1CN([C@@H](C)CO)C(=O)Cc2cc(NS(=O)(=O)c3ccc(Cl)cc3)ccc2O[C@@H]1CN(C)C(=O)Nc1cccc2ccccc12	-1	.	5	-1.0	0	3	39	-0.5
Cc1ccc(S(=O)(=O)NN2C(=O)c3ccccc3NC2c2ccccc2O)cc1 (stereo not given)	.	-3	0	0.0	-37	.	-11	.
NC(N)=NN=C1CCC(c2ccccc2)CC1 (stereo not given)	-2	4	-1	0.2	-17	-5	-3	-0.2
CC(=O)Oc1c(-c2ccc(Br)o2)oc2ccccc2c1=O	-2	2	14	0.1	-24	-11	-1	.
CCOCCCNC(=O)CN1C(=O)COc2ccc(S(=O)(=O)N3CCCCCC3)cc21	4	2	.	0.0	-7	-5	1	.
CSC1=NCCN1C(=O)Cc1ccc(Cl)cc1	-6	-2	-6	0.0	-13	3	-2	-0.1
CC(C)(C)OC(=O)CNC(=O)c1[nH]cnc1C(=O)Nc1ccc(Cl)cc1	-2	13	-8	0.0	0	-6	-1	-0.1
C[C@@H]1CN([C@@H](C)CO)C(=O)Cc2cc(NC(=O)Nc3cccc4ccccc34)ccc2O[C@H]1CN(C)C(=O)Nc1ccccc1	5	.	-11	-0.1	24	-2	7	-0.1
O=C(NCCN1CCC(n2c(=O)[nH]c3ccccc32)CC1)c1ccc(F)cc1Cl	.	2	-21	0.0	-14	.	-2	0.2
C[C@@H]1CN([C@H](C)CO)C(=O)CCCn2nncc2CO[C@H]1CN(C)Cc1cccc2c1OCCCO2	6&4	-4&4	-5&11&1	0.0&0.3	-9&11	-4&-3&-1	-1&0	12&0.1
CN(C)C(=O)[C@H]1[C@H](CO)[C@H]2Cn3c(ccc(C4=CCCC4)c3=O)[C@@H]1N2CC1CC1	6	-4	1	0.0	-7	3	-13	0.1
Cc1cccc(C)c1NC(=O)CN(C)C(=O)CC1CC2CCC1C2 (stereo not given)	-1	-6	1	-1.1	-7	-5	-2	-0.1
CC(C)C1=NN2C(=N)CC(=O)N=C2S1	-8	.	-3	.	-40	-6	-3	.
Cn1nnnc1SCC(=O)Nc1ccccc1Br	2	.	.	-0.1	-6	-10	-3	-0.6
COc1ccccc1CCNC(=O)CNC(=O)c1ccc2ccccc2c1	-11	7	-3	-0.1	-13	2	5	.
Cc1sc2nc(SCC(=O)NCCO)n(-c3ccccc3)c(=O)c2c1C	.	-2	6	0.0	-3	.	3	8.4
Cc1ccc(-n2c(=O)c3sccc3n(Cc3cc(=O)n4ccccc4n3)c2=O)cc1	.	-3	-4	0.0	.	.	.	5.3
C[C@H](NC(=O)c1nc[nH]c1C(=O)NC1CCNCC1)C(=O)OC(C)(C)C	-1	-2	-12	0.0	-3	2	1	0.1
COCc1nnc(NC(C)=O)s1	.	-1	2	0.1	1	.	-3	.
C(=N\Nc1nc2ccccc2[nH]1)/c1ccc2c(c1)OCCO2	11	0	13	0.3	-15	.	-4	0.3
CCOc1ccc(NC(=O)Nc2cccn(Cc3ccccc3)c2=O)cc1	.	4	-33	0.0	-12	.	0	.
CC(C(=O)NC1CCCC1)N(C(=O)Cn1nnc(-c2ccc(F)cc2)n1)c1ccccc1F (stereo not given)	1	11	-2	0.0	0	-8	-2	-0.1
CN1C(=O)CN2CCc3ccccc3C2c2cc(Cl)ccc21 (stereo not given)	.	0	16	0.0	-6	.	-7	0.6
C[C@@H]1CCCCO[C@@H](CN(C)Cc2ccc(C(=O)O)cc2)[C@H](C)CN([C@@H](C)CO)C(=O)c2cc(NS(=O)(=O)c3cn(C)cn3)ccc2O1	-1	.	-7	1.5	.	2	.	-0.1
COC(=O)c1ccc(-n2c(C)cc(-c3csc(NC(=O)c4ccc(S(=O)(=O)N(C)C)cc4)n3)c2C)cc1	-19	1	6	0.0	-16	.	-1	.
Cc1c(C(=O)NC(=S)NCC(C)C)oc2ccccc12	-14	2	-32	0.0	-6	.	7	0.0
C[C@H](CO)N1C[C@H](C)[C@H](CN(C)C(=O)c2ccncc2)Oc2cc(-c3cccc(C#N)c3)ccc2S1(=O)=O	3	.	-6	-0.8	13	-1	1	?
COC1=C/C(=C/c2c(N)n3nc(CC(=O)N4CCOCC4)sc3nc2=O)C=CC1=O	-27	-13	0	0.4	i	-4	-3	.
NS(=O)(=O)c1ccc(NC(=O)c2ccc3nccnc3c2)cc1	-1	9	10	0.0	-37	-2	5	.
O=C1CN(C(=O)COC(=O)c2cc(Cl)ccc2[N+](=O)[O-])c2ccccc2N1	5	2	2	0.0	-13	1	-27	.
O=C(O)C1CCN(S(=O)(=O)/C=C/c2ccccc2)CC1	8	.	-1	.	-4	-1	-3	.
O=C(CSc1nc2ccc(N3CCOCC3)cc2c(=O)n1CCc1ccccc1)NCC1CCCO1 (stereo not given)	.	-3	2	-0.1	-7	.	-3	0.7
O=C(Cc1ccccn1)NCC[C@H]1CC[C@H](NC(=O)Nc2ccccc2)[C@@H](CO)O1	-5	.	-2	-0.2	-21	0	-41	0.3
CN(c1ccc(OCC(=O)OCC(=O)Nc2ccccc2F)cc1)S(=O)(=O)c1cccs1	-6	3	-5	0.1	-202	.	-2	.
CC(=O)C[C@H](O)CC(=O)[C@H]1OC(=O)CCCCCc2ccccc21	-8	2	5	0.1	-10	-1	-3	-0.2
CO[C@H]1CN(C)C(=O)c2ccc(NC(C)=O)cc2OC[C@@H](C)N(C(=O)Cc2cccnc2)C[C@H]1C	0	-1	-3	-0.1	-15	1	9	2.6
Cc1ccc(C(=O)NC(N(C)C)C(Cl)(Cl)Cl)cc1 (stereo not given)	.	0	-4	0.2	-4	.	-1	-0.2
O=C(Nc1ccccc1)N1C[C@@H]2[C@H](c3ccccc31)[C@@H](CO)N2C(=O)c1cccnc1	3	.	-16	0.3	4	7	4	0.4
COC(=O)c1sccc1-n1cccc1C(=O)C(=O)Nc1ccc(F)cc1	-2	8	-1	0.2	-35	-7	-1	-0.1

Among those listed so far, these have a Cl atom:
SMILES	RAD54 inh	FN deposit inh	EWS-Fli block	Xi reactivation	RAD52 inh	esBAF inh	S100A4 MyoIIA	E-selectin induc
O=C1NCCCN1Cc1ccc(Cl)cc1	-2	1	-3	0.2	-6	-2	10	0.7
C[C@@H]1CN([C@@H](C)CO)C(=O)Cc2cc(NS(=O)(=O)c3ccc(Cl)cc3)ccc2O[C@@H]1CN(C)C(=O)Nc1cccc2ccccc12	-1	.	5	-1.0	0	3	39	-0.5
CSC1=NCCN1C(=O)Cc1ccc(Cl)cc1	-6	-2	-6	0.0	-13	3	-2	-0.1
CC(C)(C)OC(=O)CNC(=O)c1[nH]cnc1C(=O)Nc1ccc(Cl)cc1	-2	13	-8	0.0	0	-6	-1	-0.1
O=C(NCCN1CCC(n2c(=O)[nH]c3ccccc32)CC1)c1ccc(F)cc1Cl	.	2	-21	0.0	-14	.	-2	0.2
CN1C(=O)CN2CCc3ccccc3C2c2cc(Cl)ccc21 (stereo not given)	.	0	16	0.0	-6	.	-7	0.6
O=C1CN(C(=O)COC(=O)c2cc(Cl)ccc2[N+](=O)[O-])c2ccccc2N1	5	2	2	0.0	-13	1	-27	.
Cc1ccc(C(=O)NC(N(C)C)C(Cl)(Cl)Cl)cc1 (stereo not given)	.	0	-4	0.2	-4	.	-1	-0.2
